Nrf2 block: Nrf2 pathway inhibition; A549 ARE-Fluc reporter, luciferase luminescence, 18-24 h; Potency, µM (doses to about 46 µM), for inactives: at the highest dose activity change, negative = inhibition, actives largely listed as inhibitors; hit rate 2.1% among 360,000; note: potency is the fitted concentration of half-maximal effect; % is set by controls: 0 for no effect and ±100 for the full control effect; nearly all actives have a fitted effect of over 60% in size
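Two sequential reads on A549 ARE_Fluc cells exposed to compound for 18-24 h: a CellTiter-Fluor fluorescence read for viability, then a luciferase luminescence read for Nrf2/ARE activity.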
S2 tox: cell viability loss in ATXN counter-screen | S2 cells (HEK-293 line with an ATXN2-luciferase reporter) viability, CellTiter-Fluor protease fluorescence, 24 h | Potency, µM (highest dose often 56.7 µM), hits mostly cytotoxic | hit rate 0.49% among 400,000 | AID 651635; note: potency is the fitted concentration of half-maximal effect; nearly all actives have a fitted effect of over 40% in size
MCF10A rereplic: induces DNA re-replication in MCF 10a normal breast cells; MCF 10A DNA re-replication, Hoechst nuclear intensity, 48 h; Potency, µM (top dose mostly 46.1 µM), inactives show at the highest dose activity, positive = re-replication, actives largely listed as activators; hit rate 2.9% among 350,000; AID 624296; note: potency is the fitted concentration of half-maximal effect; % of control where 0% means no effect; nearly all actives have a fitted effect of over 50% in size
A549 tox: A549 cytotoxicity, counter-screen for Nrf2 inhibitors; A549 ARE-Fluc cells, CellTiter-Fluor viability, 18-24 h; hit rate 0.16% among 390,000; Potency, µM (titrated, usually from 46 µM), without a hit: at the top dose activity change, negative = cytotoxicity, usual class: inhibitors; note: potency is the fitted concentration of half-maximal effect; % is set by controls: 0 for no effect and ±100 for the full control effect
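A549 ARE-Fluc cells in 5% FBS OPTI-MEM, 5000 cells/well, rested 2 h then exposed to compounds in concentration-response for 18-24 h at 37 °C. Viability by CellTiter-Fluor fluorescence (Ex 405/Em 525) after 30 min; luciferase luminescence (BugLite, 15 min, RT) read afterwards.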
IL1B secr inh: blocks inflammasome-driven IL-1 beta release; activity change, % at 57.5 µM; hit rate 4.7% among 360,000; THP-1 LPS/ATP IL-1B secretion, AlphaLISA, 16 h; stronger effect = lower value; in the data active = activity change below about -50%; inconclusive = mostly about -30% to -49%; note: % is set by controls: 0 for no effect and ±100 for the full control effect
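THP-1 cells pretreated 1 hr with compounds (up to 57.5 uM final), then stimulated with LPS (250 ng/mL final) plus ATP (1.25 mM final); secreted IL-1B measured by AlphaLISA after 16 hr, decreased signal indicating inhibition.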
TGFb inhibitor: inhibitors of TGF-b signaling | Potency, µM (series often up to 46.1 µM), inactives show at the highest dose activity, negative = inhibition, usual class: inhibitors | hit rate 1.2% among 410,000 | AID 588855 | HepG2 CAGA-GFP TGF-b/SMAD3 reporter, GFP fluorescence, 18 h; TGF-beta stimulated, 500 pg/mL final; note: potency is the fitted concentration of half-maximal effect; % is set by controls: 0 for no effect and ±100 for the full control effect; nearly all actives have a fitted effect of over 65% in size
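Smad-responsive CAGA-GFP expression was quantified in HEPG2 cells exposed to compounds and 500 pg/mL final TGF-beta for 18 h at 37 degrees C; unstimulated wells defined full inhibition.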
ATXN2 expr inh: ATXN2 expression inhibition | hit rate 0.72% among 360,000 | HEK-293 ATXN2-luciferase reporter, luminescence, 24 h | Potency, µM (top dose mostly 57 µM), inactives show top-dose activity change, negative = inhibition, hits mostly inhibitors; note: potency is the fitted concentration of half-maximal effect; % is set by controls: 0 for no effect and ±100 for the full control effect; nearly all actives have a fitted effect of over 55% in size
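ATXN2-luciferase reporter cells (luciferase flanked by upstream and downstream ATXN2 gene portions) were treated 24 h at 37 °C with compounds at up to 57 uM. SteadyGlo luminescence gave expression; GF-AFC fluorescence gave viability.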
Nrf2 ARE act: activators of Nrf2 (ARE) signaling | hit rate 0.31% among 410,000 | Potency, µM (highest dose often 46.1 µM), for the others: top-dose activation, most hits filed as activators | AREc32 ARE-luciferase reporter (MCF7-derived line), luminescence, 24 h; note: potency is the fitted concentration of half-maximal effect; % of control where 0% means no effect; nearly all actives have a fitted effect of over 65% in size
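Cells of the AREc32 ARE-luciferase line are plated in OPTI-MEM containing 5% FBS and left overnight at 37 deg C. Compounds are pinned in, incubation continues 24 hr, and firefly luciferase signal is then measured.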
HepG2 tox: counter-screen for TGF-b inhibitors: cytotoxicity in HepG2 cells | HepG2 CAGA-GFP viability, ATP luminescence, 18 h | Potency, µM (series often up to 46.1 µM), for inactives: top-dose activity change, negative = cytotoxicity, hits mostly cytotoxic | hit rate 0.76% among 410,000 | AID 588856; note: potency is the fitted concentration of half-maximal effect; some results filed as inactive show a strong effect at the top dose
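HepG2 CAGA-GFP cells (1000/well, DMEM with 1% FBS) received compound, then TGF-beta at 500 pg/mL final, and were incubated 18 hours at 37 degrees C. Viability was read by CellTiter-Glo luminescence. Media-only wells were set as complete cell-killing and DMSO as no toxicity.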
The depositor's hits bear a star; i = inactive; ? = inconclusive; / = no result given; & = joins results of further samples; ! = not active in a repeat; [ ] = remark or other dose. Unless noted, calls come from the whole dose curve; as a rule, active = well fitted curve in the direction sought with a large enough effect; inconclusive = small, poorly fitted or top-dose-only effect, or another doubt; inactive = no such curve, though single readings can be large; an effect the other way counts as inactive or inconclusive.

SMILES | Nrf2 block | S2 tox | MCF10A rereplic | A549 tox | IL1B secr inh | TGFb inhibitor | ATXN2 expr inh | Nrf2 ARE act | HepG2 tox
Cc1ccc(CCNC(=O)c2nc(CS(=O)(=O)c3ccc(Cl)cc3)no2)cc1 | -13% | i | 11% | -1% | -8 | ? | -8% | -0.3% | -26%
O=S(=O)(Nc1nnc(C(F)(F)F)s1)c1ccc(Cl)cc1 | 1% | i | 4% | 4% | 0 | -7% | 17% | 0.1% | -29%
CCOC(=O)C1=C(C)N=C2SCCC(=O)N2[C@@H]1c1cccs1 | -15% | i | -1% | 0% | 15 | -9% | 9% | -0.2% | 14%
CC1=C(C)C(=O)N(CCC(=O)O)C1=O | -2% | i | 4% | -11% | 3 | -20% | 3% | -0.2% | -1%
O=C(O)c1ccc(N2C(=O)/C(=C/C=C/c3ccccc3)SC2=S)cc1 | -3% | i | 11% | -4% | -5 | -12% | 3% | -0.1% | -5%
O=C(Nc1ccc(F)c(Cl)c1)NC1CC1 | 14% | i | -7% | 7% | ? | 7% | -11% | -0.5% | -9%
O=C(O)c1ccccc1C(=O)c1ccc(Sc2ccc(Cl)cc2)c([N+](=O)[O-])c1 | ? | i | 6% | -7% | 33 | ? | 3% | 4.1% | -31%
O=C(NC1CCC(O)CC1)c1ccc2c(c1)S(=O)(=O)N=C1CCCCCN12 (stereo unspecified) | 16% | i | -2% | -3% | 14 | -4% | 5% | 0.0% | -2%
CCN(CC)S(=O)(=O)c1ccc(N2CCCCS2(=O)=O)cc1 | / | i | / | 5% | / | -11% | 22% | 0.6% | -1%
COCCN(C(=O)CN1CCN(S(=O)(=O)c2ccc(F)cc2)CC1)c1c(N)n(Cc2ccccc2)c(=O)[nH]c1=O | 12% | i | -5% | -3% | 9 | -7% | 2% | 0.1% | 3%
Cc1ccc(N2CC(C(=O)Nc3cccnc3)CC2=O)cc1C (stereo unspecified) | -1% | i | 0% | 9% | 26 | -16% | 2% | -1.0% | -5%
CCOc1ccc(C(=O)NCc2ccc3c(c2)OCO3)cc1OCC | -20% | i | -1% | 2% | ? | 9% | ? | -0.1% | 30%
CC(=O)n1nc(-c2ccc(C)cc2)nc1NCc1ccco1 | ? | i | 0% | 10% | -5 | -3% | 41%[activator] | 4.9% | 3%
COc1ccc2c(CC(=O)OCC(=O)Nc3ccc(S(N)(=O)=O)cc3)coc2c1 | -8% | i | ? | 1% | 21 | 2% | -6% | 0.3% | -7%
Cc1ccsc1C(=O)OCc1nc2ccsc2c(=O)[nH]1 | 1% | i | 2% | 0% | 6 | 0% | 11% | 9.2% | -12%
CCOc1cc(/C=N/NC(=O)C(C)Sc2ccccc2)ccc1O (stereo unspecified) | -19% | / | -4% | -2% | 0 | -5% | -35% | -0.3% | -11%
Cc1ccc(C(=O)CSc2nc3ccccc3c(=O)[nH]2)cc1C | 6% | i | ? | 1% | 22 | 6% | 15% | 4.2% | -9%
COc1ccc(OCc2cc(C(=O)NC3CCOCC3)no2)c2ccccc12 | 4% | i | 7% | -4% | 21 | -8% | -17% | 4.3% | -8%
COc1ccccc1N(C)S(=O)(=O)c1ccc(C(=O)OCC(=O)N2CCC2)cc1 | 10% | i | 8% | -14% | 33 | 2% | -18% | 0.3%[9.22 µM] | -2%
C=CCN(c1ccccc1)S(=O)(=O)c1cccc(C(=O)Nc2ncccc2C)c1 | -12% | i | 1% | -3% | 7 | 0% | -5% | -0.4% | -20%
Cc1ccc2[nH]c(=O)c(CN(CC3CCCO3)C(=S)Nc3ccccc3)cc2c1 (stereo unspecified) | -18% | ? | ? | -17% | -24 | -8% | -26% | 2.2% | -1%
COc1ccccc1N1CCN(CC(=O)NCC2CCCO2)CC1 (stereo unspecified) | ? | i | 15% | 16% | 13 | -3% | 1% | -1.0% | -36%
CC(=O)Nc1ccc(Nc2cc(C(C)C)nc3c(-c4ccccc4)c(C)nn23)cc1 | -5% | ? | ? | -1% | -76* | ? | ? | -1.9% | -108%
Cc1noc(C)c1COc1cccc(C(=O)Nc2ccc(Br)cc2F)c1 | 23µM* | i | 5.8µM* | ? | -1 | -23% | -6% | 0.2% | 4%
CC(C)(C)c1ccc(/C=C/C(=O)NC2=NCCS2)cc1 | / | ? | 9% | -11% | 2 | 0% | 12% | 0.8% | -34%
Cc1nc2n(COCCO)cnn2c(=O)c1Br | -6% | i | 5% | 7% | 24 | -2% | -5% | 0.1% | 3%
CCC(=O)c1cc2c(cc1NC(=O)c1ccc(C)cc1)OCCO2 | ? | i | 1% | -6%[1.84 µM] | 42 | -6% | 13% | 2.4% | -10%
CCc1ccc(N2CC(C(=O)OCC(=O)Nc3ccc(C(C)=O)cc3)CC2=O)cc1 (stereo unspecified) | 5% | ? | 1% | 3% | 2 | -4% | 0% | -0.8% | 6%
NNC(=O)c1ccc(COc2ccc3c(c2)CCC3)cc1 | ? | i | ? | 16% | ? | -1% | -4% | 2.8% | -75%
CC(=O)[C@H]1[C@H]([C@H](O)[C@H](O)CO)O[C@](O)(C(=O)O)C[C@@H]1O | 11% | i | -3% | 0% | 23 | 12% | 2% | 0.1% | 21%
O=C(c1ccc(Cl)cc1[N+](=O)[O-])N1CCN(c2ccccn2)CC1 | 5% | i | -2% | 8% | -2 | -30% | / | 3.2% | -6%
COc1ccc(NC(=O)c2nc[nH]c2C(=O)N2CCN(c3ccccc3)CC2)cc1 | ? | i | -4% | -8% | -12 | 14% | 10% | -0.8% | 1%
O=C1CS(=O)(=O)C2(C(=O)N(Cc3ccccc3)c3ccccc32)N1c1ccc(F)c(Cl)c1 (stereo unspecified) | -29% | i | / | -1% | / | 4% | -1% | 0.5% | -2%
Nc1nonc1-c1nc2ccccc2n1Cc1ccc(F)cc1Cl | ? | i | 3% | 10% | ? | -10% | / | 1.4% | -13%
Oc1ccccc1C1C=C(c2ccc3c(c2)OCO3)NC(c2cccc(F)c2)N1 (stereo unspecified) | 6% | / | / | 2% | / | ? | / | / | 18µM*
CC(C)S(=O)(=O)N1CCCC(c2cc(C(=O)Nc3ccc(F)c(Cl)c3)no2)C1 (stereo unspecified) | / | ? | / | / | -12 | -14% | 12% | 4.0%[9.22 µM] | -24%
COc1ccccc1CNC(=O)CN(C)S(=O)(=O)c1cccc2cccnc12 | -8% | i | 10% | 1% | 4 | -1% | 4% | 0.3% | 9%
Nc1c(Cl)ncnc1N1CCCC1 | 11% | i | -1% | 5% | -13 | 19% | -6% | -0.4% | 21%
COc1cccc(CCNC(=O)CCc2nnc(Cc3cc(OC)ccc3OC)o2)c1 | ? | i | 9% | -2% | 22 | -16% | 9% | -0.6% | 5%
Cc1noc(NS(=O)(=O)c2ccc(NC(=O)CCC3CCCC3)cc2)c1C | -7% | i | -4% | -12% | 24 | -3% | 0% | -0.3% | 2%
C(=C\c1ccccc1)/CN1CCN(C(c2cccs2)c2nnnn2C2CCCC2)CC1 (stereo unspecified) | / | ? | / | / | -23 | ? | -30% | 4.9% | -15%
Cc1ccc(C(=O)O)cc1NC(=O)c1nsc2ccccc12 | ? | / | / | 0% | / | / | / | 17% | 4%
Nc1nc(SC23CC4CC(CC(C4)C2)C3)ns1 | 0% | i | 1% | 1% | 24 | 1% | 10% | 0.3% | 7%
CCCCP(=O)(CCCC)c1ccccc1C(=O)O | / | i | 3% | 2% | 16 | -6% | 2% | -0.5% | 0%
COCCCNC(=O)CSc1c2c(nc3ccc(Cl)cc13)CCCC2 | ? | i | 23µM* | 2%&1% | -155* | 13µM*! | / | ? | -14%&-41%

Reprinted from the part before: two entries, followed by the next part.
SMILES | Nrf2 block | S2 tox | MCF10A rereplic | A549 tox | IL1B secr inh | TGFb inhibitor | ATXN2 expr inh | Nrf2 ARE act | HepG2 tox
CCCCP(=O)(CCCC)c1ccccc1C(=O)O | / | i | 3% | 2% | 16 | -6% | 2% | -0.5% | 0%
COCCCNC(=O)CSc1c2c(nc3ccc(Cl)cc13)CCCC2 | ? | i | 23µM* | 2%&1% | -155* | 13µM*! | / | ? | -14%&-41%
O=S(=O)(Nc1ccccc1Br)c1cccs1 | 2% | i | 5% | -6% | 12 | -2% | 17% | -0.8% | -3%
Cc1ccc(CNC(=O)CN(C)S(=O)(=O)c2cnc[nH]2)cc1 | -1% | i | -5% | 1% | 16 | ? | -3% | -0.7% | -4%
COc1ccc(C(C(=O)NC2CCCC2)N(Cc2cccnc2)C(=O)Cc2cccs2)cc1OC (stereo unspecified) | 6% | i | -5% | 3% | 15 | 30%[activator] | -4% | 0.4% | -4%
CN1CCN(c2ccccc2NC(=O)c2c(F)cccc2F)CC1 | 8% | i | -4% | 6% | 1 | 2% | -4% | -0.2% | 16%
O=C(c1ccc(F)c(S(=O)(=O)N2CCOCC2)c1)N1CCN(c2ccc(F)cc2)CC1 | -21% | i | ? | -1% | 1 | 0% | -3% | -0.5% | -4%
O=C(Nc1ccccc1C(=O)NCCN1CCOCC1)c1cccc([N+](=O)[O-])c1 | 9% | i | 4% | 8% | -14 | 5% | -1% | 3.8% | -37%
Nc1nc2ccccc2n1/N=C/c1ccc(-c2ccccc2)o1 | ? | i | ? | ? | -29 | ? | 45%[activator] | 8.1% | -63%
CCCC(C)C(=O)NCc1ccccc1OC (stereo unspecified) | -19% | ? | 10% | -6% | -29 | -6% | 0% | 0.4% | 0%
COc1cc2cc(CCO)oc(=O)c2cc1OC | -22% | i | 0% | -1% | -3 | 1% | -2% | -0.1% | 1%
CCOC(=O)CNc1ncnc2c1nnn2C | / | / | / | -7% | / | -21% | / | -0.1% | -14%
CCOC(=O)CSc1nc(C)cc(Oc2ccc(=O)n(C)n2)n1 | ? | i | 3% | 3% | -6 | 40%[activator] | 3% | 3.7% | 28%

From PubChem BioAssay
